# Screening results deposited in PubChem BioAssay by several laboratories.
# RGS4 block: RGS4 inhibitors, primary screen, cell-based, HEK293 M3R inducible RGS4, calcium flux | AID 463165, 2010 | B-score at 10 µM | Regulator of G-protein signaling 4 (Homo sapiens), P49798 | 0.45% of 310,000 active | Fluo-4 calcium flux; stronger effect = higher value; triggered by carbachol at its EC20;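 active means B-score, a plate-corrected calcium signal, over three deviations above library mean, with baseline fluorescence within five deviations of library mean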;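 further: RGS4 expression induced by doxycycline in cells with stable M3 receptor; B-score is computed from the integrated fluorescence ratio over baseline after carbachol; higher B-score means a larger calcium signal and so more RGS4 inhibition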
# KCNQ1 inh: inhibitors of human KCNQ1 channel, primary screen, cell-based, thallium flux, high-throughput; AID 2642, 2010; 1.3% of 310,000 active; B-score at 10 µM; Potassium voltage-gated channel subfamily KQT member 1 (Homo sapiens), P51787; CHO-K1 KCNQ1, FluxOR thallium flux fluorescence; stronger effect = higher value;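 active means compounds whose thallium flux B-score, printed positive for inhibition, exceeds three library SD while starting fluorescence stays within three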;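 further: channel opened by potassium depolarization with thallium stimulus after 20 min compound exposure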
# Target sequence (P51787 whole entry, looked up): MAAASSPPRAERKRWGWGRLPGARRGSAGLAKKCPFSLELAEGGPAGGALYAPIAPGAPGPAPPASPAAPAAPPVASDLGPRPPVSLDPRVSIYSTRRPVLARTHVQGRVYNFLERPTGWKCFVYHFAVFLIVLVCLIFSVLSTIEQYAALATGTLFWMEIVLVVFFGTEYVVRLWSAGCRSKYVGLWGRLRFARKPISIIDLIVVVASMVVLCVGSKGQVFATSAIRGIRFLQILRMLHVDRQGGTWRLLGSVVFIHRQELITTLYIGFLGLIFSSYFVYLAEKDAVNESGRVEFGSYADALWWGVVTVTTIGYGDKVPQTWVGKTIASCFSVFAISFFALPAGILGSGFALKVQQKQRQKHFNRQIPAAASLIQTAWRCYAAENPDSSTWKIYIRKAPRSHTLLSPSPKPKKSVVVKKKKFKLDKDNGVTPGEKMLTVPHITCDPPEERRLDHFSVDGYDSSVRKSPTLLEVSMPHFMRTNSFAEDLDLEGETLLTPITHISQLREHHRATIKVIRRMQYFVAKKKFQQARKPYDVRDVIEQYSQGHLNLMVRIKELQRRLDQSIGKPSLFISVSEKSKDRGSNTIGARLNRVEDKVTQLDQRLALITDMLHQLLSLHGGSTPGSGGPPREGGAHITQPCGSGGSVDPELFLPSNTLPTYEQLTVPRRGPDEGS
# SKKanGAS inh: S. pyogenes SKKanGAS growth inhibitors in kanamycin, primary screen, streptokinase expression inhibitor project, SKKanGAS strain, BacTiter-Glo luminescence; 6 h; inhibition, % at 7.5 µM; 1.3% of 300,000 active; AID 1662, 2009;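 active means mean replicate score, as percent of positive control median, at least 50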;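 further: strain carries kanamycin resistance gene driven by streptokinase promoter and grows in 40 µg/ml kanamycin; loss of luminescence reflects streptokinase promoter inhibition or plain growth inhibition; 0% = median of DMSO wells and 100% = positive control at its reference dose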
# TMEM16A inh: TMEM16A chloride channel inhibitors, primary screen, cell-based, HTS; normalized B-score (activity score, 25-100; higher = stronger inhibition) at 10 µM; HEK293 TMEM16A/YFP iodide influx fluorescence, ionomycin; AID 588511, 2011; Anoctamin-1 (Mus musculus), Q8BHY3; 1.2% of 310,000 active;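 active means ratio plate-corrected score three or more library SD toward inhibition, starting fluorescence score within five deviations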;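 further: score derived from kinetic fluorescence span divided by baseline fluorescence per well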
# RGS4 act: RGS4 potentiators or activators, primary screen, cell-based, HEK293 M3R inducible RGS4, calcium flux. 0.92% of 310,000 active. AID 463111, 2010. B-score at 10 µM. carbachol calcium flux Fluo4; stronger effect = lower value;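 active means B-score of the integrated calcium signal more than 4 SD below the library mean, with starting fluorescence not abnormally high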;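 further: negative B-score means reduced calcium response which marks RGS4 activation or potentiation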
#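 Test system: HEK293 cells with stable M3R and inducible RGS4; also added: carbachol at ECmax as muscarinic agonist stimulus; schedule: dye loading 30 min 37 °C, buffer rest 30 min RT; technique: kinetic calcium fluorescence imaging with Fluo4-AM dye, 2 µM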
# HDAC3 inhib: HDAC3 deacetylase inhibitors, primary screen, biochemical, fluorescence, cell-free homogeneous. AID 2718, 2010. recombinant HDAC3, fluorogenic peptide/trypsin coupled. 0.15% of 320,000 active. inhibition, % at 8.3 µM; in the data active means inhibition above about 26%, passing the limit was not always enough
# KCNK9 block: KCNK9 potassium channel inhibitors, primary screen, HEK293 cells, thallium flux; Potassium channel subfamily K member 9 (Homo sapiens), Q9NPC2; FluxOR thallium flux fluorescence; stronger effect = lower value; B-score at 10 µM; 1.2% of 310,000 active; AID 488922, 2010;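 active means ratio B-score over 3 SD below the library mean, with starting fluorescence within 5 SD of its mean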;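 further: negative B-score means less thallium flux so channel inhibition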
# Target sequence (Q9NPC2 whole entry, looked up): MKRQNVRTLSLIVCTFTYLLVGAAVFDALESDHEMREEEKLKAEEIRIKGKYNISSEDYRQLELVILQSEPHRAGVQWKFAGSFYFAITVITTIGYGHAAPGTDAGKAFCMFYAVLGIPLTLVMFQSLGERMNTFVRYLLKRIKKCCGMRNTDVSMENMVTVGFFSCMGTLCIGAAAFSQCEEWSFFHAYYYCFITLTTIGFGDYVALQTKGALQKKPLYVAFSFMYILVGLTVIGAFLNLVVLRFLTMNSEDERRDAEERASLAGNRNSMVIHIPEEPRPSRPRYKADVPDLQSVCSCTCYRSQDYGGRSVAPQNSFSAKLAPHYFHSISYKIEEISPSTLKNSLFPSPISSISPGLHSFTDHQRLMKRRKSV
# KCNQ1 act: potentiators or activators of KCNQ1 channel, primary screen, cell-based, thallium flux, high-throughput; Potassium voltage-gated channel subfamily KQT member 1 (Homo sapiens), P51787; CHO-K1 KCNQ1, thallium flux FluxOR fluorescence; stronger effect = higher value; B-score at 10 µM; 0.35% of 310,000 active;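 active means fluorescence ratio B-score, a plate-corrected score, at least three library SD, with initial intensity B-score within 5 SD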
#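 System: Stable KCNQ1 CHO-K1 line | Incubation: 90 min dye loading and 20 min compound exposure, both at room temperature | Measure: Ratio B score | Medium: Assay buffer for compound exposure, DMSO matched across wells | Compound dosing: Single-concentration screen | Probe or stimulus: K+/Tl+ depolarizing stimulus | Measured by: Kinetic FluxOR fluorescence, 10 s baseline plus 110 s post-stimulus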
# hERG protect: hERG rescue from dofetilide block, primary screen, cell-based, CHO-hERG, FluxOR thallium flux, dofetilide IC70. Voltage-gated inwardly rectifying potassium channel KCNH2 (Homo sapiens), Q12809. dofetilide IC70 present. activation (rescue from dofetilide block), less the hit threshold, % at 10 µM. 0.51% of 310,000 active;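 active means activation above the mean of controls blocked by dofetilide plus 5 SD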;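 further: thallium influx through hERG after potassium depolarization seen as dye fluorescence rise; in these data hits start at about 4.7%; inactives centre near -7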
# TMEM16A act: TMEM16A chloride channel activators or potentiators, primary screen, cell-based, HTS | AID 623877, 2012 | HEK293 TMEM16A/YFP-H148Q/I152L, iodide quench fluorescence; stronger effect = lower value | 0.3% of 340,000 active | B-score at 10 µM | Anoctamin-1 (Mus musculus), Q8BHY3;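 active means fluorescence-ratio B-score plate-corrected deviation score at least 3 library SD below zero, with starting fluorescence score within 5 deviations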;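 further: channel opened by trigger with iodide after compound preincubation; score built on the fluorescence ratio of max minus min over baseline; more negative score means more quench and so TMEM16A activation or potentiation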
# KCNK3 block: human KCNK3 channel inhibitors, primary screen, CHO cells, FluxOR thallium flux, B-score; Potassium channel subfamily K member 3 (Homo sapiens), O14649; FluxOR fluorescence; stronger effect = lower value; B-score at 10 µM; 0.84% of 340,000 active; AID 602410, 2012;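 active means B-score under library mean minus 4 SD, starting fluorescence ratio at most library mean plus 5 SD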;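 further: more negative B-score means stronger inhibition of thallium flux through KCNK3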
# An asterisk follows results filed as active; i = inactive; x = not tested or not shown. The order is random; overall some 6.3% were active at least once.
nr	Compound	RGS4 block	KCNQ1 inh	SKKanGAS inh	TMEM16A inh	RGS4 act	HDAC3 inhib	KCNK9 block	KCNQ1 act	hERG protect	TMEM16A act	KCNK3 block
1	COC(=O)NNC(=O)c1ccc(Cl)cc1Cl	i	i	-5.7	i	i	-5.5	i	i	-8.0	i	i
2	COc1ccc(NC(=O)CC2SC3=NCCN3C2=O)cc1 (stereo not drawn)	i	i	2.8	i	i	5.7	i	i	-12.2	i	i
3	COc1ccc(CC(=O)Nc2cccc(C)n2)cc1OC	i	i	-5.3	i	i	-8.6	i	i	-6.5	i	i
4	COc1ccccc1NC(=O)Cn1c(=O)oc2cc(S(=O)(=O)N3CCCC3)ccc21	i	i	0.0	i	i	-3.9	i	i	-5.4	i	i
5	COc1ccc(C(=O)N2CCN(C(=O)c3ccncc3)CC2)cc1	i	i	-3.9	i	i	4.0	i	i	-4.9	i	i
6	C=CCn1c(-c2cccc3ccccc23)n[nH]c1=S	i	i	-4.3	i	i	-9.1	i	i	-8.5	i	i
7	Cc1csc(NC(CO)c2nc3ccccc3n2CCOCCO)n1 (stereo not drawn)	i	i	-1.0	i	i	-3.2	i	i	-6.4	i	i
8	O=C(NCC(=O)N1CCC2(CC1)NCCc1[nH]cnc12)c1ccccc1F	i	i	-4.4	i	i	-0.4	i	i	-5.8	i	i
9	O=C(COC(=O)CNC(=O)c1ccc(Cl)cc1)Nc1ccc2c(c1)OCCO2	i	i	-9.8	i	i	2.9	i	i	-9.7	i	i
10	COc1ccc(CCNC(=O)Cn2nnc(-c3cccc(OC)c3OC)n2)cc1OC	i	i	-3.5	i	i	-0.3	i	i	-10.8	i	i
11	COc1ccc(C2=NS(=O)(=O)N(C)C(C(=O)N3CCOCC3)=C2)cc1	i	i	1.3	i	i	4.6	i	i	-8.0	i	i
12	O=S(=O)(/C=C/c1ccccc1)NCc1ccccc1Cl	i	i	5.5	i	i	-2.9	i	i	-11.9	i	i
13	CCOC(=O)Cc1csc(NC(=O)CN2C(=O)c3ccccc3C2=O)n1	i	i	44.6	i	i	2.8	i	i	-5.3	i	i
14	O=C(Nc1ccc(SC(F)(F)F)cc1)c1ccccn1	i	i	-17.4	i	i	-14.0	i	i	-2.9	i	i
15	CCNc1nc(Oc2ccc(C(=O)OCC)cc2)nc(SC)n1	i	i	8.4	i	i	8.9	i	i	-12.7	i	i
16	COc1ccc(S(=O)(=O)N2CCN(CC(=O)Nc3ccc(F)c(F)c3)CC2)cc1	i	i	4.4	i	i	-1.8	i	i	-5.7	i	i
17	CCCCCSc1nc(C)c(CC(=O)O)c(=O)[nH]1	i	i	0.0	i	i	-1.6	i	i	1.5	i	i
18	C1CN(c2nc3nonc3n3nnnc23)CCO1	i	i	-16.2	i	i	4.6	i	i	-10.0	i	i
19	Cc1cc(C)cc(OCc2nnc(N)s2)c1	i	i	-5.1	i	i	-12.1	i	i	-5.8	i	i
20	Cc1ccc(C(=O)NCCCn2ccnc2)cn1	i	i	-1.4	i	i	5.4	i	i	0.1	i	i
21	CC(NC(=O)CN(C)S(=O)(=O)c1cccc2nsnc12)c1ccccc1 (stereo not drawn)	i	i	-2.2	i	i	-1.8	i	i	-8.6	i	i
22	C/C(=N\NC(=O)CC#N)C1COc2ccccc2O1 (stereo not drawn)	i	i	-1.1	i	i	-3.0	i	i	-4.2	i	i
23	Cc1cccc(OCc2nnc(SCC(=O)O)n2Cc2ccccc2)c1	i	i	9.3	i	i	0.8	i	i	-10.4	i	i
24	Cc1ccc(C)c(NS(=O)(=O)c2cc(C(=O)NCc3ccco3)ccc2C)c1	i	i	-5.5	i	i	2.6	i	i	-10.3	i	i
25	COc1cc(Cl)c(C)cc1NC(=O)COc1ccccc1[N+](=O)[O-]	i	i	0.5	i	i	0.0	i	i	-11.3	i	i
26	CCOC(=O)CSc1nnc(NC(=O)NC(C)C)s1	i	i	-7.2	i	i	-1.0	i	i	-7.2	i	i
27	FC(F)(F)c1ccc(-c2nc(=S)[nH][nH]2)cc1	i	i	1.8	i	i	5.3	i	i	-19.7	i	i
28	Fc1ccc(/C=N/c2c(-c3ccc(F)cc3)nc3n2CCS3)cc1	i	i	0.3	i	i	x	i	i	-6.6	i	i
29	COc1ccc(CCn2c(=O)[nH]c3cc(C(=O)N4CCN(c5ccccn5)CC4)ccc3c2=O)cc1OC	i	i	7.3	i	i	-2.3	i	i	-8.4	i	i
30	COCC1CCN(Cc2nc(-c3cccs3)no2)C1 (stereo not drawn)	i	i	6.8	i	i	4.2	i	i	-11.0	i	i
31	Cc1ccccc1NC(=S)NNC(=O)c1csc2c1CCC(C)C2 (stereo not drawn)	i	i	-1.3	i	i	-1.6	i	10*	-7.8	i	i
32	Cn1c(=O)c2c(nc(Cl)n2CCOc2ccccc2)n(C)c1=O	i	i	-5.8	i	i	-13.5	i	i	-1.8	i	i
33	CCc1ccc(N2C(=O)C3NN=C(C(=O)OCc4ccccc4)C3C2=O)cc1 (stereo not drawn)	i	i	6.6	i	i	-1.4	i	i	-2.7	i	i
34	Cc1c(C(=O)NC(C)CCc2ccccc2)cccc1[N+](=O)[O-] (stereo not drawn)	i	i	10.6	i	i	4.2	i	i	-7.4	i	i
35	COC(=O)N/N=C/c1ccc(-c2cccc(Cl)c2)o1	i	i	-13.3	i	i	1.4	i	i	-9.6	i	i
36	COc1ccc(NC(=O)Cc2coc3cc(C)c(C(C)C)cc23)cc1S(=O)(=O)N1CCOCC1	i	i	1.6	i	i	6.7	i	i	-12.8	i	i
37	Cc1ccc2nc(-c3ccccc3)cc(C(=O)NCC(c3ccco3)N(C)C)c2c1 (stereo not drawn)	i	i	-6.7	i	i	-2.3	i	i	-27.3	i	i
38	COc1ccccc1NC(=O)N1CCN(c2cc(-c3ccccc3)nc3ncnn23)CC1	i	i	10.2	i	i	2.9	i	i	-18.0	i	i
39	COc1ccc(CNC(=O)c2cc3c(C)nc4ccccc4c3o2)c(OC)c1	i	i	7.1	i	i	7.0	i	i	-9.9	x	x
40	COc1cc(NC(=O)c2cc(Cl)nnc2Cl)cc(OC)c1OC	i	i	-9.2	i	i	-3.4	i	i	-4.7	i	i
41	Cc1ccc(C)c(/C(O)=C2\C(=O)C(=O)N(CCCn3ccnc3)C2c2cccnc2)c1 (stereo not drawn)	i	i	0.6	i	i	-5.3	i	i	-5.2	i	i
42	CCN1C(=O)/C(=C\N2CCN(c3ccccc3)CC2)SC1=S	i	i	3.8	i	i	5.8	i	i	-0.1	i	i
43	OCCCn1c(-c2ccccc2)nc(=S)c2c1CCCC2	i	i	-9.9	i	i	10.7	i	i	-10.7	i	i
44	Cc1cc(C(=O)COC(=O)c2ccc[nH]c2=O)c(C)n1-c1ccccc1F	i	i	3.7	i	i	-5.1	i	i	-6.5	i	i
45	COc1ccc(CNC(=O)c2ccccc2NC(=O)C2=CSCCO2)c(OC)c1	i	i	-4.4	i	i	-4.3	i	i	-11.9	i	i
46	Cc1ccc(-n2cc(CNCCCn3ccnc3C)c(-c3ccc(F)cc3)n2)cc1	i	i	3.7	i	i	x	i	i	-15.4	i	i
47	Cc1cc(C)c(-c2cc(C(=O)Nc3cc(C)ccc3C)[nH]n2)c(O)c1	i	i	0.4	i	i	-3.9	i	i	-3.0	i	i
48	CC(C)N(Cc1nccn1C)C(=O)CC1C(=O)NCCN1Cc1ccc(F)cc1 (stereo not drawn)	i	i	0.0	i	i	6.1	i	i	-7.6	i	i
49	Cc1cccc(C(=O)Nc2ccc3ccccc3c2)c1	i	i	-2.7	i	i	1.0	i	i	-6.7	i	i
50	N#Cc1c(Cl)cccc1Oc1ccc(S(=O)(=O)Nc2ccccc2)cc1	i	i	9.0	i	i	-4.1	i	i	-6.2	i	i
51	CC(=O)c1cccc(NC(=O)CO/N=C2/CCCc3nonc32)c1	i	i	-1.7	i	i	1.4	i	i	-10.8	i	i
52	O=C1CC(c2ccco2)CC(O)=C1C=NCCO (stereo not drawn)	i	i	-2.0	i	i	0.5	i	i	-7.4	i	i
53	CCOC(=O)N1CCN(C(=O)c2ccc3c(c2)N(Cc2ccc(F)cc2)CCS3)CC1	i	i	3.5	i	i	x	i	i	-7.3	i	i
54	COc1ccc(C2c3c(-c4ccccc4O)n[nH]c3C(=O)N2Cc2ccco2)cc1OC (stereo not drawn)	i	i	2.7	i	i	5.9	i	i	-19.9	i	i
55	Cc1ccc(NC(=S)N/N=C2/CCCCc3ccccc32)cc1	i	i	8.4	i	i	1.7	i	8*	-4.7	i	i
56	COc1cccc(NC(=O)n2ncc3c(C)cccc32)c1	i	i	25.8	i	i	-9.4	i	i	-10.8	i	i
57	Cc1nc(N2CCN(C(=O)c3ccco3)CC2)c2c3c(sc2n1)CC(C)CC3 (stereo not drawn)	i	i	11.8	i	i	13.2	i	i	-36.5	i	i
58	CC(=O)N(CC(=O)O)c1ccccc1	i	i	2.9	i	i	-3.5	i	i	-5.2	i	i
59	Cc1ccc(S(=O)(=O)N2CCN(C(=O)COC(=O)c3cc(C)oc3C)CC2)cc1	i	i	4.9	i	i	-6.4	i	i	-8.7	i	i
60	CCc1cccc(Nc2cnn(C34C[C@@H]5C[C@@H](CC(CC(=O)O)(C5)C3)C4)c(=O)c2Cl)c1	i	i	-8.0	i	i	4.7	i	i	-9.6	i	i
61	O=C(CCCn1c(=O)[nH]c2ccsc2c1=O)NCc1cccs1	i	i	0.2	i	i	-4.4	i	i	-7.3	i	i
62	Cc1cc(C)n2nc(C(=O)N/N=C/c3ccco3)nc2n1	i	i	-3.7	i	i	-0.9	i	i	-10.3	i	i
